HTR5A ag ctr: counter-screen for OPRM1-OPRD1 agonists: human HTR5A agonism; P47898; HTR5A agonist assay, luminescence, cell-based; activation, % at 9.3 µM; 0.61% of 340,000 active; AID 504692; in the data active = activation mostly above about 9.5%, no sharp cut-off; inactive = mostly below about 7.6%;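 also: 0% = cells with vehicle only and 100% = reference agonist; strong numbers were not always called active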
Target sequence (P47898 whole entry, looked up): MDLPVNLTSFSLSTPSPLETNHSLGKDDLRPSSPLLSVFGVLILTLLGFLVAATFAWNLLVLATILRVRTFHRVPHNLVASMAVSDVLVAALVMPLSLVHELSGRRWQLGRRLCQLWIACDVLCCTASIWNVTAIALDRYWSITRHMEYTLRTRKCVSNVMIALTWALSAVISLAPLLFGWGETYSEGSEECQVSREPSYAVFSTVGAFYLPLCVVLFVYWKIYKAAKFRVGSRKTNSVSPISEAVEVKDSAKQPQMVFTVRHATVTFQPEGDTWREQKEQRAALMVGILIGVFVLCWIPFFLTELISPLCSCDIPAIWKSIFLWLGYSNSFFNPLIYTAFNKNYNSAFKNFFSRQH
CDK5 inh: blocks human CDK5/p35 kinase activity; inhibition, % at 10 µM; Recombinant CDK5/p35, ADP-Glo luminescence, 60 min; 0.01% of 330,000 active; Q00535+Q15078;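 active = highest replicate inhibition of at least 50% and at least 75% of replicates reaching 50%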;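 also: plate controls were DMSO neutral control for no effect and GW8510 at 10 µM for full effect; many of its hits are not listed in these tables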
Target sequence (Q00535 whole entry, looked up): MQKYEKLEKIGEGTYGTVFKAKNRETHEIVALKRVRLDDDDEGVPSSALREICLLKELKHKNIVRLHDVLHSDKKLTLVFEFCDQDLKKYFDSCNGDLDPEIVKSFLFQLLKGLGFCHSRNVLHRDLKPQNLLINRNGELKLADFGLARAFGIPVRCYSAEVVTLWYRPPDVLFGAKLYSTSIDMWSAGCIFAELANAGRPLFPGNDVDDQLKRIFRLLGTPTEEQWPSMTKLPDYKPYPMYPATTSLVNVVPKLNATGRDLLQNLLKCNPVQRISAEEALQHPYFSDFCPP
Target sequence (Q15078 whole entry, looked up): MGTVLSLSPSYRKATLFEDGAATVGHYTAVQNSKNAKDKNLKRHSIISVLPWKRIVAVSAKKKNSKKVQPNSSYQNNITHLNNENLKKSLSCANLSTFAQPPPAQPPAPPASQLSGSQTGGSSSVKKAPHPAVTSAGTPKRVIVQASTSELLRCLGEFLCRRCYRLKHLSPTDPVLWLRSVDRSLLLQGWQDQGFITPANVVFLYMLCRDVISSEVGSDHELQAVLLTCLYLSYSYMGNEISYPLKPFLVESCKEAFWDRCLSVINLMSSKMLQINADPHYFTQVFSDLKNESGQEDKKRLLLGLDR
HTR5A inv ctr: counter-screen for OPRM1-OPRD1 inverse agonists: human HTR5A inverse agonism | HTR5A cell line, luminescence | inhibition, % at 9.3 µM | 0.083% of 340,000 active; in the data active = inhibition mostly above about 23%, no sharp cut-off; inactive = mostly below about 18%;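 also: 0% = cells with DMSO and 100% = no-cell wells with DMSO; some compounds called inactive have numbers as strong as hits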
MITF act: increases MITF-driven TRPM1 promoter luciferase signal; SK-MEL-5 TRPM1-promoter luciferase, 24 h; % of positive control, neutral wells = 0; 0.75% of 300,000 active; activation, % at 12.5 µM; AID 588334;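 active = mean activation of at least 80% with every replicate also reaching 80%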;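 also: 0% = neutral control wells and 100% = parthenolide positive control wells; values of inactives mirror those of a sister screen read the other way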
V-ATPase pH: regulators of yeast V-ATPase proton transport; S. cerevisiae, pHLuorin cytosolic pH fluorescence; response, % at 10 µM; 0.37% of 350,000 active; AID 504577; in the data active = response mostly above about 7.3%, no sharp cut-off; inactive = mostly below about 5.4%; also: actives read high; inactives centre near 0; some compounds called inactive have numbers as strong as hits; reference of the scale not given here
NSD2 HMT inh: NSD2 (human) methyltransferase inhibition; NSD2 peptide methylation, AlphaScreen, 120 min; inhibition, % at 12.5 µM; 0.54% of 310,000 active; AID 743445; in the data active = inhibition above about 50%
PvdQ acylase: blocks Pseudomonas aeruginosa PvdQ acylase activity; inhibition, % at 10 µM; purified PvdQ acylase, fluorescence plate reader; 0.063% of 340,000 active; in the data active = inhibition above about 30%, passing the limit was not always enough;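 also: 0% = vehicle neutral wells and 100% = reference inhibitor wells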
SR-BI HDL uptake: inhibitors of mouse SR-BI mediated HDL lipid uptake. ldlA[mSR-BI] CHO cells, DiI-HDL uptake fluorescence, 3 h. 0.96% of 320,000 active. Q61009. inhibition, % at 12.5 µM;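 active = mean replicate inhibition of at least 70% and a set share of replicates each scoring 70 or more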;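 also: 0% = median of neutral control wells and 100% = median of positive control wells; values of inactives mirror those of a sister screen read the other way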
dFosB act: activators of mouse delta FosB homodimer. P13346. 0.99% of 340,000 active. activation, % at 25 µM. purified delta FosB, TAMRA-CDK5 oligo fluorescence polarization; percent of positive-control signal above neutral wells;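 active = mean activation above about 17%, with every replicate also reaching it, limit read from the data, passing the limit was not always enough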;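 also: fluorescence polarization rise as delta FosB binds a TAMRA Cdk5 AP-1 oligo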
Wnt bcat act: activates Wnt/beta-catenin signaling in a reporter cell assay. activator, plate reader. activation, % at 9.35 µM. 1.2% of 300,000 active; in the data active = activation above about 30%, passing the limit was not always enough;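 also: 0% = neutral control wells and 100% = positive control wells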
Numbers without * were called inactive; / = not tested or not shown.

SMILES	HTR5A ag ctr	CDK5 inh	HTR5A inv ctr	MITF act	V-ATPase pH	NSD2 HMT inh	PvdQ acylase	SR-BI HDL uptake	dFosB act	Wnt bcat act
O=C(CSc1nc2c(sc3ccccc32)c(=O)n1CCCN1CCCC1)NCC1CCCO1 (centres undefined)	5	1.6	-16	/	-1	6	-13	-5	-15	-2
COC(=O)N/N=C/c1cc(Cl)cc(Cl)c1OCc1ccccc1	0	0.2	7	7	-4	0	5	31	-6	/
COC(=O)NNC(=O)c1ccc(C)cc1	2	-0.8	-9	-1	3	30	-8	-22	-7	-3
Cc1cc(NC(=O)CSc2nnc(C(C)N(C)C)n2-c2ccc(F)cc2)no1 (centres undefined)	-4	3.7	-3	-12	-3	-4	8	-24	-2	-3
CCN(CC(=O)Nc1c(F)cccc1F)C(=O)/C=C/c1c(C)nn(-c2ccc(F)cc2)c1C	-1	-0.6	20	-5	-1	0	-14	64	7	-1
COc1ccc(CNC(=O)CCCC(=O)Nc2cccc(Br)c2)cc1	2	-0.2	-8	/	1	0	-10	2	-7	-2
COc1cc(NC(=O)CN(C)Cc2cccc(F)c2)c(C)cc1[N+](=O)[O-]	2	-3.4	-6	14	1	-2	-6	59	-3	-1
Cc1cccc(Nc2nc(N)nc(CN3CCN(c4ccccc4F)CC3)n2)c1	0	-1.3	-6	-4	0	5	5	-25	-1	-6
Cc1nn(-c2ccc(N3CCOCC3)nn2)c(C)c1CCC(=O)Nc1ccccc1	2	-0.3	18	23	1	0	-16	27	-4	3
Cn1nnnc1Sc1ncnc2scc(-c3ccccc3Cl)c12	0	3.4	-16	-42	-1	/	-10	3	-11	-2
COC(=O)[C@@]1(C)[C@H]2C(=O)N(C)C(=O)[C@H]2[C@H]2CN(C)C(=NC3CCCCC3)N21	1	-5.7	-4	-1	1	/	-3	-13	-2	-1
COc1ccc(NC(=O)CCN2CCCC2)c(OC)c1	3	-0.3	17	-1	-1	/	-5	-12	-10	/
Cc1cc2nc(C)n(CCCNC(=O)Nc3cccc4ccccc34)c2cc1C	7	1.6	-19	/	-1	1	-6	9	53*	-17
COc1ccc(C2=NCCNC(C(F)(F)F)=C2)cc1	-4	-1.9	5	4	-3	-2	2	-19	-2	0
CC(C)(C)NC(=O)COC(=O)CCC(=O)c1ccc(Cl)cc1	0	-0.1	1	0	2	0	4	-17	-8	-3
N/C(Cc1ccc(Cl)cc1Cl)=N\OC(=O)Cc1ccccc1	8	-0.2	-10	5	-2	-1	17	-26	-4	1
Cc1ccc(S(=O)(=O)N2CCC(C(=O)N[C@H](C(=O)NCc3ccco3)C(C)C)CC2)cc1	1	-0.1	0	/	-7	0	-8	-20	18*	-8
COc1cccc(C(C)NC(=O)Nc2cccc(C(F)(F)F)c2)c1 (centres undefined)	4	1.6	-11	2	2	-2	-1	-2	8	-1
Nc1nonc1-n1nnc(C(=O)N/N=C/c2ccccc2Cl)c1CN1CCOCC1	-2	-0.5	6	-10	-3	3	9	11	-14	0
CCc1ccc(CN(C)C(=O)C2CCC(=O)N(CCc3ccc(OC)cc3)C2)nc1 (centres undefined)	1	-0.8	-4	-6	1	-3	-7	-45	2	0
CCCCN(C(=S)Nc1ccc(F)cc1)c1c(N)n(CCC)c(=O)[nH]c1=O	-1	0.1	3	-8	3	-3	-7	-37	1	1
Cc1cccc(OC(C)C(=O)OCC(=O)Nc2sccc2C(N)=O)c1 (centres undefined)	2	-1.7	-6	3	1	3	-12	30	-9	-2
CCOC(=O)c1c(Nc2ccccc2OCCOC)n[nH]c1C	-1	0.7	-37	/	0	17	15	15	4	0
CC(C)COc1ccccc1C(=O)NC(CO)C(=O)O (centres undefined)	4	0.2	-12	/	1	0	-13	-14	-6	/
COc1ccc(CCC(C)NC2CCCCCCC2)cc1 (centres undefined)	3	-0.8	-12	/	1	4	4	-8	-3	-8

An excerpt of these results, as comma-separated lines:
Compound,HTR5A ag ctr,CDK5 inh,HTR5A inv ctr,MITF act,V-ATPase pH,NSD2 HMT inh,PvdQ acylase,SR-BI HDL uptake,dFosB act,Wnt bcat act
COc1cccc(C(C)NC(=O)Nc2cccc(C(F)(F)F)c2)c1 (centres undefined),4,1.6,-11,2,2,-2,-1,-2,8,-1
COC(=O)[C@@]1(C)[C@H]2C(=O)N(C)C(=O)[C@H]2[C@H]2CN(C)C(=NC3CCCCC3)N21,1,-5.7,-4,-1,1,/,-3,-13,-2,-1
COC(=O)N/N=C/c1cc(Cl)cc(Cl)c1OCc1ccccc1,0,0.2,7,7,-4,0,5,31,-6,/

Back to the main list, repeating the three entries before the break.
SMILES	HTR5A ag ctr	CDK5 inh	HTR5A inv ctr	MITF act	V-ATPase pH	NSD2 HMT inh	PvdQ acylase	SR-BI HDL uptake	dFosB act	Wnt bcat act
CCOC(=O)c1c(Nc2ccccc2OCCOC)n[nH]c1C	-1	0.7	-37	/	0	17	15	15	4	0
CC(C)COc1ccccc1C(=O)NC(CO)C(=O)O (centres undefined)	4	0.2	-12	/	1	0	-13	-14	-6	/
COc1ccc(CCC(C)NC2CCCCCCC2)cc1 (centres undefined)	3	-0.8	-12	/	1	4	4	-8	-3	-8
CC(=O)Nc1ccc(NC(=O)c2ccc(OCc3c(C)noc3C)cc2)cc1	3	-0.4	-14	1	1	-2	6	26	1	12
O=C(Cc1ccc(Br)cc1)N1CCCC1	2	0.0	-11	3	0	0	-7	-3	-4	1
C/C(=C/c1ccccc1)C(=O)N1CCN(c2ccccc2F)CC1	4	0.2	-12	-3	-1	-1	-17	4	-8	2
CC1=CC(C)C(C(=O)O)C(C(=O)N2CCN(C)CC2)C1 (centres undefined)	-2	-0.3	5	6	0	-1	4	-14	5	1
C1CNCCOCCNCCN1	1	-0.3	-39	-1	-2	1	-9	-10	-1	2
Cc1cccc(C)c1NC(=O)CSc1nc2[nH]c(=O)cc(O)c2s1	10	0.6	-28	1	-1	1	-5	-17	1	3
COC(=O)c1cc(=O)cc(C(=O)OC)o1	-2	-0.2	-20	13	0	6	1	-32	-1	-3
CCOC(=O)C1=C(C)NC(=O)NC1c1ccc(N(CC)CC)cc1 (centres undefined)	9	1.6	-25	-6	-5	/	-6	24	-9	1
C#CCn1c(-c2ccccc2)ccc(C#N)c1=O	-1	0.6	-2	13	-3	-9	7	19	-9	-2
CCn1nnnc1SCC(=O)Nc1nc2ccc(OC)cc2s1	4	1.2	12	32	-2	0	-3	7	-6	27
Cc1cc(C)c(-c2nc3ccccc3s2)[nH]1	2	-1.2	-6	15	-3	1	-9	15	-17	14
CCOc1ccc(NC(=O)C2CC(=O)N3CCCN=C3S2)cc1 (centres undefined)	1	-0.6	6	2	1	0	-14	12	-5	/
COC1OC2COC(c3ccccc3)OC2C(OC(=O)c2ccccc2)C1OC(=O)c1ccccc1 (centres undefined)	0	1.4	-1	-15	-1	-1	2	10	-7	-1
Cc1nn(-c2ccccc2)c2c1C(O)CC(C)(C)C2 (centres undefined)	-2	1.5	6	-6	-8	-1	9	9	-2	0
CC(=O)NC12CC3CC(C1)CC(C(=O)N1CCN(S(=O)(=O)c4ccc(Cl)s4)CC1)(C3)C2	11*	-3.6	-5	0	2	0	-19	4	-11	1
O=C1CC(C(=O)NC2CCCCC2)C2(CCCCC2)O1 (centres undefined)	2	1.1	-3	4	-4	-5	-10	-18	0	-3
C#CCSc1nc(Cc2ccc(Cl)cc2)nc2ccccc12	2	-0.3	-6	-1	1	0	-11	5	7	/
O=C(Cc1ccccc1[N+](=O)[O-])Nc1ccc2c(c1)OCCO2	-3	-0.2	0	2	-1	-2	-9	14	5	-4
CS(=O)(=O)N(CCc1ccccc1)CC(=O)Nc1ccc(Br)cc1F	3	0.5	-9	5	2	-1	-20	-3	-5	-1
Cc1c(C(=O)OCC(=O)N2CCCC(C)C2)oc2ccccc12 (centres undefined)	-6	-1.4	1	19	0	-5	-6	10	-3	5
CCn1c(=O)n(CC)c2cc(N3CCCC3)c(NC(=O)c3ccc(C)c([N+](=O)[O-])c3)cc21	3	0.2	-1	-2	4	5	4	19	-7	-2
Cc1cc(N/C=C/C(=O)c2cccc3ccccc23)no1	-2	0.1	9	7	0	-1	4	-22	-14	/
CCn1c(SCC(=O)Nc2nc(-c3ccccc3)cs2)nnc1-c1ccccc1	0	0.2	-5	1	-2	-1	10	19	-1	1
O=C(CSc1nnc(-c2ccc(NS(=O)(=O)c3ccccc3)cc2)o1)NCC1CCCO1 (centres undefined)	11	-0.3	-23	7	1	0	10	-12	-10	-1
COc1ccc(C(CC(=O)Nc2ccc(C)cn2)N2Cc3ccccc3C2=O)cc1 (centres undefined)	2	-0.1	-8	-9	-1	3	20	9	-9	-1

Remaining list, next part.
SMILES	HTR5A ag ctr	CDK5 inh	HTR5A inv ctr	MITF act	V-ATPase pH	NSD2 HMT inh	PvdQ acylase	SR-BI HDL uptake	dFosB act	Wnt bcat act
COC(=O)CN1C(=O)[C@H]2[C@@H](c3ccc(C)o3)N3C(=O)CN(CCO)C(=O)[C@@]3(C)[C@H]2C1=O	-1	0.7	2	-8	11	/	-9	-14	5	-2
O=C(CCn1nc(-c2ccc(Cl)cc2)c2ccccc2c1=O)NCCN1CCOCC1	-4	-0.7	-15	/	1	-4	9	23	-2	-12
NC(=O)c1cc([N+](=O)[O-])ccc1NCc1cccc(N)c1	0	15	0	28	0	/	7	19	0	-4
CN1CCN(c2cc(C(F)(F)F)nc(-c3ccccn3)n2)CC1	0	-2.5	2	7	1	-3	2	-10	-3	6
CC1(C)COCN1C(=O)c1ccc(C#N)cc1	5	0.1	-20	4	-1	-4	15	-9	-11	1
Cc1ccc(O)c(-c2cc(C(=O)Nc3ccc(S(=O)(=O)Nc4nccc(C)n4)cc3)[nH]n2)c1	-3	1.4	-22	7	1	-2	9	20	10	-2
O=C(CN1C(=O)c2ccccc2S1(=O)=O)NCc1ccc(F)cc1	-1	0.9	4	6	-3	0	-4	-3	-6	0
CCOC(=O)c1oc2ccccc2c1CSc1nnnn1-c1ccccc1	-1	0.7	19	6	-2	7	-1	2	-8	/
CN(/N=C/c1cccs1)c1cc(=O)n(C)c(=O)[nH]1	-5	1.1	12	6	0	-1	-3	/	-5	0
CCCCC(=O)Nc1cccc(NC(=O)c2cccc([N+](=O)[O-])c2)c1	-4	-0.1	11	5	-1	-4	8	39	-2	-3
O=C(NCC1CCCO1)C1CCC(CNS(=O)(=O)c2ccccc2)CC1 (centres undefined)	7	-0.9	-21	7	-3	0	-16	-20	5	/
CCOC(=O)C1=C(C)NC(C)=C(C(=O)OCC)C1C(=O)OCC(=O)NC	-1	-0.4	1	1	-4	-3	-14	-54	2	-1
COc1ccc(CCNC(=O)CSCc2ccc([N+](=O)[O-])cc2)cc1	3	-0.7	-7	-2	-1	2	-18	-23	-10	/
CCOc1ccc(Nc2nnc(Cc3ccc(OC)cc3)c(=O)[nH]2)cc1	6	-0.7	-15	3	-1	0	-14	9	-6	0
CC1CCc2nc3ccccc3c(C(=O)OCC(=O)N3CCc4ccccc43)c2C1 (centres undefined)	-3	-0.4	9	13	16*	0	-12	40	-8	/
O=C(NC1CCCCCC1)c1ccc[nH]c1=S	0	1.6	-1	2	2	-5	-19	-43	-6	9
CCCCCN(C(=O)CCC(=O)OCc1ccccc1F)c1c(N)n(CCCC)c(=O)[nH]c1=O	0	-0.7	4	9	1	-1	7	30	1	19
S=c1[nH]nc(COc2ccc(Cl)cc2)n1Cc1ccccc1	-2	-0.9	17	1	-5	-2	-5	12	2	/
Cn1c(C(=O)NCCN2CCc3ccccc3C2)cc2c(=O)n(C)c3ccccc3c21	2	0.9	-7	/	1	/	-19	59	-12	0
COc1ccccc1-c1nn(Cc2ccccc2)cc1/C=C/C(=O)O	1	1.8	-3	1	0	-3	-9	-6	-2	7
NC(=O)SCC(=O)Nc1cccc(Cl)c1	0	1.5	16	-1	-2	1	-46	-2	-1	/

From PubChem
